# Screening data as filed in PubChem.
# S100A4 MyoIIA: S100A4-myosin IIA interaction inhibition | P26447 | S100A4/TAMRA-MyoIIA peptide fluorescence polarization | inhibition, % at 10.7 µM | 360,000 tested, 0.14% active | AID 652163;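 active = mean inhibition of at least 70% across replicates, with every replicate also reaching that level; inconclusive = mean inhibition reaches 70% but some replicates fall short; inactive = mean inhibition below 70%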
# Target sequence (P26447 whole entry, looked up): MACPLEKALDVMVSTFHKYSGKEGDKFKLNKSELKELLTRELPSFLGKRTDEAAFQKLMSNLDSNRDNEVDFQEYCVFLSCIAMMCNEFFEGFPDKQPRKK
#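 System – human S100A4 monomer protein, biochemical binding assay · Buffer or medium – Calcium-containing HEPES buffer, pH 7.2 · Timing – 5 min between mix addition and reading · Also added – TAMRA-labelled myosin IIA heavy-chain peptide probe, 5 nM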
# EWS-Fli inh: inhibitors of EWS/Fli oncoprotein transcriptional activity; A673 NR0B1-luciferase reporter, viability-normalised; inhibition, % at 12.6 µM; 350,000 tested, 0.67% active; AID 651661;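 active = mean inhibition of at least 50% after viability correction, with every replicate also passing that limit; inconclusive = mean reaches 50% but only one of two replicates passes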;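 note: firefly luciferase signal divided by Alamar Blue viability fluorescence both relative to DMSO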
# PglD inh: PglD (C. jejuni) enzyme inhibition. purified PglD enzyme, DTNB colorimetric CoA detection. inhibition, % at 12.5 µM. 360,000 tested, 0.098% active. AID 602405; in the data active = inhibition above about 16%, passing the limit was not always enough; inconclusive = no clear call, values can overlap the other calls; note: strong numbers were not always called active
# LGR2 antag: blocks bursicon-induced cAMP signaling via Drosophila LGR2 | HEK293 LGR2, CRE-luciferase, bursicon-stimulated, 4 h | inhibition, % at 9.99 µM | 380,000 tested, 0.35% active;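 active = drop in luminescence signal, shown as inhibition above about 50% in the replicate tests, limit read from the data, passing the limit was not always enough; inconclusive = probably only some replicates passing the limit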;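 note: agonist challenge used bursicon conditioned medium at about half maximal strength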
# ERAP1 HTS inh: blocks human ERAP1 aminopeptidase activity; Q9NZ08; recombinant ERAP1, Leu-AMC fluorescence, 60 min; inhibition, % at 10.7 µM; 340,000 tested, 0.15% active; AID 652197;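 active = mean replicate inhibition of at least 30%, or all replicates individually reaching that 30% level; inactive = mean below 30% and not every replicate reaching it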;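 note: 0% = neutral control wells and 100% = L-leucinethiol positive control wells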
# Target sequence (Q9NZ08 whole entry, looked up): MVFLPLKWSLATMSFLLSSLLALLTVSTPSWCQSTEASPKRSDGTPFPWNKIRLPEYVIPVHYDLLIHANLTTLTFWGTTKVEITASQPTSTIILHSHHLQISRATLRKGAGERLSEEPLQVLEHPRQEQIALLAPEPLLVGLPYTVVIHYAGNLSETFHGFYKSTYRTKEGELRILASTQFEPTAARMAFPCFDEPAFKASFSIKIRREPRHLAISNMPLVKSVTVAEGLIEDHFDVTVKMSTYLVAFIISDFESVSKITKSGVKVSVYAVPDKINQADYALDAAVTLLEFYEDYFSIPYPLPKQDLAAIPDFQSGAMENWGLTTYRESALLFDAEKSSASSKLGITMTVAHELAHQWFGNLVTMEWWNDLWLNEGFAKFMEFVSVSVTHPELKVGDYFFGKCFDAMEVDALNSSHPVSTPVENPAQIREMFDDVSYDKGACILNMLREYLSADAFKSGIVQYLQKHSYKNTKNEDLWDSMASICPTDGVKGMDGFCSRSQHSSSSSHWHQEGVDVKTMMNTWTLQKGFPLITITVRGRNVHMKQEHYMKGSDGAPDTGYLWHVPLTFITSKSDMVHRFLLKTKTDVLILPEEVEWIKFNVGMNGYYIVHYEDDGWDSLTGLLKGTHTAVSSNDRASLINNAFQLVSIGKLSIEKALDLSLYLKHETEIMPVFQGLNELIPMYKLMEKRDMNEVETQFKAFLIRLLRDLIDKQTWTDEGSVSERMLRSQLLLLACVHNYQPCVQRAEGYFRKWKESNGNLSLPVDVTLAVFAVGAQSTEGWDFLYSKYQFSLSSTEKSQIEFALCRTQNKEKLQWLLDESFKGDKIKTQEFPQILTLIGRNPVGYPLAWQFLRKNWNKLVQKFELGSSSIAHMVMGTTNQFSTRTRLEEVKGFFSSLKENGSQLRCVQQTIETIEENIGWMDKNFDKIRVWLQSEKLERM
# FN deposit inh: fibronectin deposition inhibition | 350,000 tested, 0.086% active | inhibition, % at 12.6 µM | AH1F fibroblasts, Alexa488-fibronectin deposition fluorescence, overnight | AID 743247;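 active = mean inhibition across replicates of 30% or more, regardless of how many single replicates reach that level; inconclusive = mean under 30% yet at least half of replicates reach 30%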;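 note: positive control wells lacked labelled fibronectin entirely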
#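 test system = AH1F fibroblasts assembling fluorescent fibronectin matrix | quantity = 10000 AH1F cells per well | buffer or medium = DMEM plus 2% serum, read in PBS | doses = single dose, pinned | incubation = 1 h cell attachment, overnight exposure to compound and label | detection = fluorescence at 485 nm excitation, 525 nm emission | read-out basis = inhibition from reduced deposited-fibronectin fluorescence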
# PGC1a acetyl inh: modulators of PGC1a acetylation. U2OS PGC1a acetylation, AlphaScreen anti-acetyl-lysine; with virally co-expressed GCN5 acetyltransferase. inhibition, % at 15.6 µM. 350,000 tested, 0.17% active. AID 651687;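 active = every replicate shows inhibition of at least 40%; inconclusive = mean inhibition at least 40% but some replicate below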;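 note: 0% = neutral control wells and 100% = positive control wells; some results beyond the cut were filed as inactive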
# PAX8 inh HTS: inhibitors of PAX8 transcriptional activity in RMG-I cells. RMG-I TPO-luciferase reporter, SteadyGlo, 24 h. inhibition, % at 12.6 µM. 360,000 tested, 1.2% active;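 active = mean replicate inhibition at least 60% with every replicate also reaching 60%; inconclusive = only one of the two criteria is met; inactive = mean below 60% and not all replicates reaching 60%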;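 note: luciferase light reporting Pax8 driven TPO promoter activity; plate controls were median of neutral control wells for no effect and mitoxantrone controls for full effect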
# An asterisk follows results filed as active; u = inconclusive; x = not tested or not shown.
SMILES,S100A4 MyoIIA,EWS-Fli inh,PglD inh,LGR2 antag,ERAP1 HTS inh,FN deposit inh,PGC1a acetyl inh,PAX8 inh HTS
Cc1ccc(C(=O)NC(Cc2cccc(F)c2)C(=O)O)cc1 (centres undefined),-16,-5,3,-2,-2,5,-1,-20
COc1cccc(CSc2nc3ccccc3[nH]2)c1,5,-92,x,x,0,-3,8,-216
C[C@@H]1CCCCO[C@@H](CN(C)C(=O)C2CCCCC2)[C@@H](C)CN([C@H](C)CO)C(=O)c2cc(NS(=O)(=O)c3ccc(F)cc3)ccc2O1,3,-3,1,4,0,-13,14,-11
CC(C#N)(NC(=O)CN1CCN(S(=O)(=O)c2ccccc2Cl)CC1)C1CC1 (centres undefined),-2,7,-3,-22,-5,-10,x,3
CCn1cc(C2N3CC4(C)CN2CC(C)(C3)C4=O)c2ccccc21 (centres undefined),5,5,-3,-6,2,8,-21,3
Cc1cccc(C)c1NC(=O)C1NC(=O)CC1c1ccccc1 (centres undefined),0,-6,2,15,-2,-2,x,-13
O=C(C1CCCO1)N1CCN(C(=S)NC2CC2)CC1 (centres undefined),2,3,x,-3,1,3,x,-15
COc1cc(C2(c3ccc(O)c(OC)c3)C(=O)N(C)c3ccc(C)cc32)ccc1O,2,2,4,24,-1,5,x,8
O=C(C[C@H]1CC[C@H](NC(=O)NC2CCCCC2)[C@@H](CO)O1)NCc1ccc(F)cc1,-16,-1,2,-14,-2,-7,0,3
C[C@@H]1CCCCO[C@@H](CN(C)S(=O)(=O)c2cn(C)cn2)[C@H](C)CN([C@@H](C)CO)C(=O)c2cc(NC(=O)Cc3ccccc3)ccc2O1,x,-5,0,3,x,x,4,-10
CN1CCN(CCP(=O)(c2ccccc2)c2ccccc2)CC1,x,x,3,x,x,-9,u,3
COc1ccc(Cl)cc1NC(=S)N1CCCC1,17,4,x,16,2,6,-8,-3
CN(C)C(=O)c1cccc(-c2ccc([C@H]3[C@@H](CO)N4CCCCN(CCC(F)(F)F)C[C@H]34)cc2)c1,3,-8,-2,14,-3,x,-2,-13
CCCN(C)C[C@H]1OCCCC[C@@H](C)Oc2ccc(NC(=O)Nc3ccc(C(F)(F)F)cc3)cc2C(=O)N([C@H](C)CO)C[C@H]1C,2,-5,3,0,-2,x,-2,82*
O=C(NCc1ccc(Cl)cc1)c1n[nH]c([N+](=O)[O-])c1Cl,-1,-17,x,-12,3,-14,x,-31
CCS(=O)(=O)Nc1ccc2c(c1)C(=O)N(C)[C@@H]1CC[C@H](CC(=O)NCCCN3CCOCC3)O[C@@H]1CO2,-4,2,1,3,-2,-10,-1,-12
O=C(NNS(=O)(=O)c1ccc2ccccc2c1)c1cccnc1,x,x,3,-13,x,x,4,13
Cc1cccc(NC(=O)C2CCCN(C(=O)Nc3ccccc3)C2)c1C (centres undefined),x,x,9,x,x,7,-6,8
COCCNC(=O)C[C@@H]1C[C@H]2c3cc(NC(=O)Nc4ccccc4F)ccc3O[C@H]2[C@H](CO)O1,x,-3,7,13,x,3,2,-6
COc1ccc2c3c(n(C)c2c1)[C@@H](CO)N(Cc1ccccc1Cl)CC31CCN(C(C)=O)CC1,-37,10,x,-6,-4,x,-3,16
COc1ccc(CCNC(=O)c2ccc(Br)cc2)cc1,-3,-23,-4,-4,2,0,6,-8
COCC(C)NS(=O)(=O)c1ccccc1 (centres undefined),-3,2,x,-15,-3,-4,-13,-15
COc1ccc(C#Cc2ccc([C@@H]3[C@H](CO)N4C(=O)CN(C(=O)c5cccnc5)C[C@@H]34)cc2)cc1,5,-1,x,-4,1,x,5,12
CC(C)c1ccc(/C=C2\SC(=S)N(CCC(=O)NCCCn3ccnc3)C2=O)cc1,-3,x,0,-51,-2,10,10,-7
COC(=O)[C@@]1(Sc2ccc(C)cc2)CC(=O)N(C(=O)CCc2ccccc2)[C@@H]1c1ccccc1,-3,9,x,8,x,-16,x,-12
CC(C(=O)O)c1cccc(Oc2ccccc2)c1 (centres undefined),-2,-2,-3,x,1,5,-12,-1
N#CC1(NC(=O)COC(=O)CCCN=C2NS(=O)(=O)c3ccccc32)CCCCC1,1,x,1,-3,-1,1,1,6
O=S(=O)(NCC(c1cccnc1)N1CCN(c2ccccc2F)CC1)c1cccs1 (centres undefined),-2,-1,1,3,-5,0,x,7
C=CCN(c1ccccc1)S(=O)(=O)c1ccc(Cl)c(C(=O)OCC(=O)N(C)C2CCS(=O)(=O)C2)c1 (centres undefined),1,2,x,-10,1,1,-4,-2
NC(=Nc1ccccc1)NC(=O)c1nc(Cl)c(N)nc1N,-2,-86,2,-12,-4,1,2,-218
CC(=O)N(C)C[C@H]1Oc2ncc(C#Cc3ccncc3)cc2C(=O)N([C@@H](C)CO)C[C@@H]1C,10,-7,1,-7,5,0,-5,x
CC(=O)Nc1ccc(C(=O)COC(=O)Cc2ccsc2)c(F)c1,-7,-6,3,-18,2,8,-3,11
O=c1c2ccccc2c(/C=N/NS(=O)(=O)c2ccccc2)c(O)n1-c1ccccn1,-51,6,x,14,1,x,x,10
CCOC(=O)C1CCN(C(=O)c2cc(-c3ccncc3)nc3ccccc23)CC1,-7,4,5,-11,-4,-7,1,20
Cc1ccc([N+](=O)[O-])cc1S(=O)(=O)NCCc1c(C)[nH]c2ccccc12,x,x,8,11,x,8,-2,-11
COc1cccc(C(=O)Nc2ccc(C(=O)NCC3CCCO3)cc2)c1 (centres undefined),-8,-2,0,-3,4,3,2,19
CCS(=O)(=O)Nc1ccc2c(c1)C(=O)N(C)[C@@H]1CC[C@@H](CC(=O)OC)O[C@@H]1CO2,2,1,-4,11,0,-23,-4,-1
O=C(O)c1cccc2sc3cc(Cl)ccc3c(=O)c12,0,5,-4,4,x,0,7,-12
Cc1ccc(S(=O)(=O)N(C)C)cc1NC(=O)COC(=O)c1ccc2c(c1)NC(=O)CS2,-2,-5,x,6,0,-18,6,-26
CC(C)Cn1cnc2c(Sc3c([N+](=O)[O-])ncn3C)nc(N)nc21,-2,-9,0,-16,2,-3,3,11

# 2 entries from above, with each value named.
> CCS(=O)(=O)Nc1ccc2c(c1)C(=O)N(C)[C@@H]1CC[C@@H](CC(=O)OC)O[C@@H]1CO2
  S100A4 MyoIIA: 2 | EWS-Fli inh: 1 | PglD inh: -4 | LGR2 antag: 11 | ERAP1 HTS inh: 0 | FN deposit inh: -23 | PGC1a acetyl inh: -4 | PAX8 inh HTS: -1
> O=C(O)c1cccc2sc3cc(Cl)ccc3c(=O)c12
  S100A4 MyoIIA: 0 | EWS-Fli inh: 5 | PglD inh: -4 | LGR2 antag: 4 | ERAP1 HTS inh: x | FN deposit inh: 0 | PGC1a acetyl inh: 7 | PAX8 inh HTS: -12

# The listing continues:
SMILES,S100A4 MyoIIA,EWS-Fli inh,PglD inh,LGR2 antag,ERAP1 HTS inh,FN deposit inh,PGC1a acetyl inh,PAX8 inh HTS
Cc1ccc(N2CC(NS(=O)(=O)c3cccnc3)CC2=O)cc1 (centres undefined),5,-2,4,-4,-5,-5,-2,3
Cc1cccc(C)c1NC(=O)NNC(=O)c1cc(C(C)(C)C)nn1Cc1ccccc1,2,12,x,2,0,-3,-5,11
C/C=C/c1ccc([C@@H]2[C@H](C#N)N(C(=O)NC3CCCCC3)[C@H]2CO)cc1,1,6,4,-4,7,3,-16,-13
CCC1C=C(c2ccccc2)C=CN=C1N(CC)CC (centres undefined),-20,4,3,7,0,1,9,31
CCc1cc(=O)oc2cc(OCc3ccc(C(=O)O)o3)ccc12,-3,-59,4,-22,-6,-6,10,-13
O=C(N/N=C/c1cccnc1)c1cc(-c2ccc(Br)cc2)nc2ccccc12,-1,x,-5,19,1,7,x,19
O=C(c1cc2ccccc2o1)N1CCN(C/C=C/c2ccccc2)CC1,-1,11,0,-5,-2,5,x,x
CCOC(=O)C1(CCOC)CCN(Cc2nc(C(C)C)cs2)CC1,7,-19,x,-4,-2,-2,9,17
NC(=S)N/N=C/c1ccccc1,x,11,x,10,x,0,x,12
CCOc1ccc(N(C(=O)/C=C/C(=O)Nc2cc(C)on2)C(C(=O)NC2CCCC2)c2ccccc2C)cc1 (centres undefined),1,12,3,8,7,x,0,x
CCCNC(=O)C[C@H]1CC[C@H]2[C@@H](COc3ccc(NC(=O)Nc4ccc(C#N)cc4)cc3C(=O)N2C)O1,11,0,-2,-2,1,3,-10,-9
O=C(Cc1ccsc1)NCc1ccccc1F,0,x,-1,3,-3,x,x,-23
Cc1ccc(C2=NOC(C)(c3nnc(Cc4ccccc4)o3)C2)cc1 (centres undefined),3,-4,1,-2,-4,0,x,-4
COc1cccc(-c2csc(N3CCN(C(=O)Nc4ccc(F)cc4)CC3)n2)c1,x,x,1,x,x,2,4,-14
Cc1ccc(N2CCN(S(=O)(=O)N3CCCCC3)CC2)cc1C,1,-1,2,4,-3,-4,5,6
Cc1ccc(C)c(NC(=O)CN(C)C(=O)c2cc3ccccc3oc2=O)c1,0,-59,x,-33,-3,8,-8,-70
COCCn1c(=O)c2c(nc3n2CC(C)CN3Cc2ccccc2)n(C)c1=O (centres undefined),-3,x,-3,0,-2,-8,0,16
CCOC(=O)C1CCCN(C(=O)c2ccc(OC)cc2OC)CC1 (centres undefined),-2,-6,-1,2,-1,4,0,-9
CO[C@@H]1CN(C)C(=O)c2cc(NC(=O)Nc3ccc(Cl)cc3)ccc2OC[C@@H](C)NC[C@@H]1C,-43,2,3,-1,0,9,-5,x
O=C(CCc1nc(-c2ccccc2Cl)no1)Nc1cccnc1,0,-3,-6,-8,-2,4,x,3
CCN1C(=O)[C@H]2[C@@H](c3ccc(OC)cc3)N[C@]3(CCCN(Cc4ccccc4)C3=O)[C@H]2C1=O,2,-2,1,10,0,1,0,-1
CC1(c2nnnn2-c2ccc3c(c2)OCCO3)CCC(=O)N1Cc1cccnc1 (centres undefined),-2,-72,x,-36,-2,-7,x,-25
COc1ccc(NC(=O)COC(=O)c2ccc3c(c2)OCO3)c(OC)c1,-4,-8,-2,-13,2,0,-8,0
COc1ccc(NC(=O)CSc2nc3ccccc3nc2N2CCOCC2)c(OC)c1,-11,-2,-7,-25,-1,-4,-1,44
Cc1ccc2nc(-c3cccc(N)c3)oc2c1,-3,59*,x,15,6,x,4,x
C[C@H](CO)N1C[C@H](C)[C@@H](CN(C)CC2CCCCC2)OCCCC[C@H](C)Oc2ccc(NC(=O)C3CCCCC3)cc2C1=O,14,17,2,-6,1,x,28,-27
COCCN1C(=O)N[C@@H](c2cccc(C(F)(F)F)c2)[C@H](C(C)=O)[C@H]1C,x,-8,5,20,x,3,16,-17
CCOc1ccc(CC2c3cc(OCC)c(OCC)cc3CCN2C(=O)c2cc(OC)c(OC)c(OC)c2)cc1OCC (centres undefined),x,x,2,x,x,17,6,11
O=C(C[C@@H]1C[C@H]2c3cc(NC(=O)NC4CCCC4)ccc3O[C@H]2[C@H](CO)O1)NCc1cccnc1,6,-7,x,-8,2,3,x,-4
Cc1cc(Nc2ccc(F)c(Cl)c2)n2ncnc2n1,-7,5,0,-3,0,-1,5,4
Cc1c([N+](=O)[O-])c(C(=O)NC2CCCC2)nn1C,2,-1,-6,8,2,-2,11,x
Cc1ccc(F)cc1NC(=O)N1CCN(C2c3ccccc3-c3ccccc32)CC1,-6,5,x,-8,6,11,x,13
CCOC(=O)c1c(C)[nH]c(=S)c(C#N)c1-c1ccc(OC)cc1,x,x,0,x,x,0,-6,-24
